ASM inhibitor – Inhibitors of Secretory Acid Sphingomyelinase (S-ASM): qHTS | Sphingomyelin phosphodiesterase (Homo sapiens), P17405 | placental ASM, HMU-PC fluorogenic substrate, 60 min | Potency, µM (titrated, usually from 57.5 µM), without a hit: at the top dose activity change, negative = inhibition, actives largely listed as inhibitors | 340,000 compounds, 0.006% hits | AID 504937, 2011; further: potency means the concentration at half of the fitted maximal effect
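Fluorescence read-out (Ex 386 nm, Em 447 nm) after stopping the reaction at pH 10. Enzyme: ASM from human placenta; substrate HMU-PC0, 9 uM final; 60 min, 37 °C. Compound preincubation 10 min, ambient temperature.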
Chronic BCR inh – qHTS Assay to Find Inhibitors of Chronic Active B-Cell Receptor Signaling | ABC-DLBCL IkBa-CBG/CBR reporter, luminescence ratio, 4 h | Potency, µM (titrated, usually from 46.1 µM), for the others: at the highest dose ratio change, negative = lower green/red ratio, actives largely listed as inhibitors | 340,000 compounds, 0.05% hits | AID 493014, 2011; active means well fitted inhibition curve with a large enough effect in the signal ratio, with a control signal flat, not every such curve was filed as active; inconclusive means small, poorly fitted or top-dose-only effect, or effect the other way, or a change in a side signal; the % refers to the signal ratio;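 further: potency means the concentration at half of the fitted maximal effect; plate controls were basal doxycycline-induced cells for no effect and cells given 10 µM MG132 for full effect; MG132 reads +100%, hits lower the ratio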
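TMD8 ABC-DLBCL cells carrying doxycycline-inducible green luciferase fused to IkappaBalpha plus unfused red luciferase were exposed to compounds (up to 46 uM) for 4 hrs at 37C. Activity came from the overlap-corrected green/red luminescence ratio.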
TSHR antag – Antagonists of the Thyroid Stimulating Hormone Receptor: HTS campaign | AID 504810, 2011 | activity change, negative = inhibition, % at 11.5 µM | TSHR-expressing cells, TSH-stimulated cAMP HTRF, 2 h; stronger effect = lower value | 330,000 compounds, 0.2% hits;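 active means activity change below a set negative limit, meaning inhibition stronger than a set level, cut at about -70% in these data; inconclusive means activity change between two set negative limits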; further: on the % scale 0 is the no-effect control and ±100 the full control effect
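TSHR-expressing cells, 200/well, pre-treated with compound, then stimulated with EC80 TSH (4nM final) for 2 hours at 37 deg C. cAMP measured by competitive HTRF: anti-cAMP cryptate antibody in lysis buffer plus cAMP-d2, read after 30 minutes at room temperature.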
PKM2 activator – qHTS Assay for Activators of Human Muscle isoform 2 Pyruvate Kinase; Pyruvate kinase PKM (Homo sapiens), P14618; purified PKM2, Kinase-Glo ATP luminescence, activation; response scale: 0% is enzyme alone, no compound; Potency, µM (top dose mostly 57.5 µM), for inactives: at the highest dose activation, actives largely listed as activators; 260,000 compounds, 0.34% hits; AID 1631, 2009; further: potency means the concentration at half of the fitted maximal effect; on the % scale 0 is the no-effect control and ±100 the full control effect; nearly all actives have a fitted effect of over 55% in size
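Purified hPK-M2 (>95% pure) converted ADP (0.1 mM final) to ATP with 0.5 mM PEP in 50 mM imidazole pH7.2, KCl, MgCl2, Tween 20, BSA; 1 h at room temperature. ATP detected by Kinase-Glo luminescence.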
MBNL1-CUG inh – qHTS Assay for Inhibitors of MBNL1-poly(CUG) RNA binding; Potency, µM (highest dose often 57.5 µM), inactives show at the top dose activity change, negative = inhibition, hits mostly inhibitors; TR-FRET MBNL1-His/biotin-(CUG)12 binding, 665/545 ratio; 280,000 compounds, 0.036% hits; AID 2675, 2010; Muscleblind-like protein 1 (Homo sapiens), Q9NR56; active means well fitted inhibition curve with a large enough effect in the signal ratio, with a control signal flat, not every such curve was filed as active; inconclusive means small, poorly fitted or top-dose-only effect, or effect the other way, or a change in a side signal; inactive means no such curve, though single readings can be large or run the other way; the % refers to the signal ratio; further: potency means the concentration at half of the fitted maximal effect; on the % scale 0 is the no-effect control and ±100 the full control effect
Target sequence (Q9NR56 whole entry, looked up): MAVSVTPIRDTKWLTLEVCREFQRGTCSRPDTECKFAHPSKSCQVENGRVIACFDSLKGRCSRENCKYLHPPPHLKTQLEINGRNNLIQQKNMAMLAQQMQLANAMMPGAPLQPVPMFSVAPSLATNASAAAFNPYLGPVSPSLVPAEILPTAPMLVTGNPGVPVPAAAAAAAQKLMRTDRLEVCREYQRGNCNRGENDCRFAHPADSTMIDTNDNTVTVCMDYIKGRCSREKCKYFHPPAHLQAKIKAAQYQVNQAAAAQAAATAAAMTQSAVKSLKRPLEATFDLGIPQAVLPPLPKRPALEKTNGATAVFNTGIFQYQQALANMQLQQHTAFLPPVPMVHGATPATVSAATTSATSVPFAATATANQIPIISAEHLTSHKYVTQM
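MBNL1-His + Biotin-(CUG)12, cpd titration 92 nM–58 uM; Tb anti-His Ab 0.055 ng/ul, SA-XL665 5 nM (final); 60 min RT; ratiometric 665/545 nm, Ex 340 nm; normalized to buffer and full-complex controls.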
KCNH2 WT inh – qHTS for Inhibitors of KCHN2 3.1: Wildtype qHTS | activity change, % at 1.84 µM | U2OS, BacMam KCNH2, thallium flux FluxOr; stronger effect = lower value | Voltage-gated inwardly rectifying potassium channel KCNH2 (Homo sapiens), Q12809 | AID 720551, 2013 | 340,000 compounds, 0.37% hits;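 active means maximum activity change below -70%; inconclusive means maximum activity change between -70% and -50%; inactive means maximum activity change above -50%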; further: on the % scale 0 is the no-effect control and ±100 the full control effect
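U2OS cells transduced with wild-type KCNH2 virus are loaded with FluxOr dye for 45 min, and thallium flux is measured in kinetic reads before and after stimulation buffer. Rate constants are normalized to DMSO controls.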
Menin-MLL TR inh – qHTS Assay for Inhibitors Targeting the Menin-MLL Interaction in MLL Related Leukemias: Competition With Texas Red Labeled MLL-derived Mutant Peptide; O00255; Potency, µM (series often up to 61.6 µM), without a hit: at the top dose FP activity change, negative = inhibition, usual class: inhibitors; 270,000 compounds, 0.23% hits; Menin + Texas Red MLL mutant peptide, fluorescence polarization; active means well fitted inhibition curve with a large enough effect in the polarisation, with a control signal flat, not every such curve was filed as active; inconclusive means small, poorly fitted or top-dose-only effect, or effect the other way, or a change in a side signal; inactive means no such curve, though single readings can be large or run the other way; the % refers to the polarisation; further: potency means the concentration at half of the fitted maximal effect; % of control where 0% means no effect; many of its hits are not listed in these tables
USP2a inh – qHTS Assay for Inhibitors of Ubiquitin-specific Protease USP2a Using CHOP2 as the Reporter; Ubiquitin carboxyl-terminal hydrolase 2 (Homo sapiens), O75604; USP2 core, Ub-CHOP2 coupled fluorogenic reporter, 485/531; Potency, µM (titrated, usually from 38.3 µM), for inactives: top-dose activity change, negative = inhibition, actives largely listed as inhibitors; 330,000 compounds, 0.01% hits; AID 463254, 2010;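 further: potency means the concentration at half of the fitted maximal effect; plate controls were DMSO wells for no effect and full inhibition by NEM control for full effect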
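Deubiquitinase activity read as fluorescence (485/531 nm) after Ub-CHOP2 cleavage activates the enterokinase reporter on its substrate; USP2 core 10nM, Ub-CHOP2 and substrate 25nM each, 30min compound preincubation then 60min RT; data normalized to NEM, curves fitted.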
Mito fusion act – qHTS Assay for Small Molecule Inhibitors of Mitochondrial Division or Activators of Mitochondrial Fusion. S. cerevisiae fusion-defective mutant growth rescue, CellTiterGlo 48 h. Potency, µM (titrated, usually from 46.1 µM), for the others: at the top dose growth rescue (activation), most hits filed as activators. 320,000 compounds, 0.23% hits. AID 485298, 2010;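 further: potency means the concentration at half of the fitted maximal effect; % of control where 0% means no effect; nearly all actives have a fitted effect of over 45% in size; temperature-sensitive fusion mutants such as fzo1-1 at 37 °C on non-fermentable ethanol glycerol medium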
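Read-out: ATP-based luminescence (CellTiterGlo, 10 min ambient) reporting growth of fusion-defective ts yeast after 48 hours at 37C on glycerol/ethanol YPEG medium in the presence of compound.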
Eya2 phos inh – qHTS Assay for Inhibitors of the Phosphatase Activity of Eya2. Potency, µM (highest dose often 76.9 µM), for inactives: at the top dose activity, negative = inhibition, actives largely listed as inhibitors. AID 488837, 2010. Protein phosphatase EYA2 (Homo sapiens), O00167. recombinant Eya2, OMFP fluorescence dephosphorylation (OMFP is methylfluorescein phosphate). 330,000 compounds, 0.006% hits; further: potency means the concentration at half of the fitted maximal effect; on the % scale 0 is the no-effect control and ±100 the full control effect
Target sequence (O00167 whole entry, looked up): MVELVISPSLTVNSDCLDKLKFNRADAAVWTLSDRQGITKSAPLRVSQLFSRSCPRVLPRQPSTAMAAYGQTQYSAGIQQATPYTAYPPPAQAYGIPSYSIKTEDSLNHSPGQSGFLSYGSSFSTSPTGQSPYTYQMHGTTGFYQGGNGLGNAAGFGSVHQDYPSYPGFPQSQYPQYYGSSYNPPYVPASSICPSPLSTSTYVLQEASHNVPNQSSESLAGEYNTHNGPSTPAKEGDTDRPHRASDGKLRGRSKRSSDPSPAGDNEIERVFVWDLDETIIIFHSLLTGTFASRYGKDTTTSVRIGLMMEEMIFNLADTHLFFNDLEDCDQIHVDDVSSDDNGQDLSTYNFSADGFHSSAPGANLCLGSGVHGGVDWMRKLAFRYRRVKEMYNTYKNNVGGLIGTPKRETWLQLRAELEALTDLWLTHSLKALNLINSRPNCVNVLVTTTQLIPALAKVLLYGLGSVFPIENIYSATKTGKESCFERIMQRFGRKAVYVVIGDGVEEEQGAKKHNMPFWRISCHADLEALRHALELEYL
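Eya2 protein (added as 0.2 uM solution) was preincubated with compound for 10 min at ambient temperature in 50 mM HEPES pH 7.5, 50 mM NaCl, 5 uM MgCl2, 0.05% BSA, 1 mM DTT. OMFP (added at 50 uM) then reacted 10 min; fluorescence read at 485/525 nm.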
GALK inh – qHTS Assay for Inhibitors of Human Galactokinase (GALK). P51570. Purified GALK, Kinase-Glo residual ATP luminescence. Potency, µM (titrated, usually from 57.5 µM), for inactives: top-dose activity change, negative = inhibition, hits mostly inhibitors. 270,000 compounds, 0.007% hits. AID 1868, 2009; further: potency means the concentration at half of the fitted maximal effect; on the % scale 0 is the no-effect control and ±100 the full control effect
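Compounds were pin-transferred into ATP buffer (35 uM final), then GALK plus galactose (5 nM, 100 uM final) was added. After 1 h at room temperature, Kinase-Glo Plus was added and luminescence read after 10 min.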
* marks the source's active call; other numbers are inactive results; i = inactive; u = inconclusive; x = no result given; [ ] = dose if it differs, or a comment. Unless noted, the call rests on the fitted dose curve; in most records, active means well fitted curve in the direction sought with a large enough effect; inconclusive means small, poorly fitted or top-dose-only effect, or another doubt; inactive means no such curve, though single readings can be large; an effect the other way counts as inactive or inconclusive.

SMILES | ASM inhibitor | Chronic BCR inh | TSHR antag | PKM2 activator | MBNL1-CUG inh | KCNH2 WT inh | Menin-MLL TR inh | USP2a inh | Mito fusion act | Eya2 phos inh | GALK inh
CCO[C@H]1OC(C(=O)N2CCCCCCC2)=C[C@@H](c2coc3ccccc3c2=O)[C@@H]1CCCO | 3% | -16% | -10 | 0% | 2% | 2 | 9% | 0% | -1% | -2% | 1%
COc1ccc(S(=O)(=O)N2CCOC2CNC(=O)C(=O)NCCc2ccccc2OC)cc1 (configuration not stated) | 5% | 8% | 0 | 1% | -13% | -3 | 0% | 1% | 3% | -1% | x
N/C(=N\OC(=O)Cc1ccccc1)c1ccc([N+](=O)[O-])cc1 | 2% | 11% | 17 | 0% | u | 17 | 2% | -5% | 8% | 1% | 0%
CCC(C(=O)OCC(=O)Nc1cc(C)ccc1OC)c1ccccc1 (configuration not stated) | -3% | -4% | 6 | 2% | -3% | i | -13% | -7% | 10% | -16% | 11%
COc1ccc(C(=O)NCC(=O)N2CCN(C(=O)c3ccco3)CC2)cc1 | -6% | 2% | -1 | -2% | -1% | 6 | x | 3% | 1% | 1% | -2%
COc1ccc(S(=O)(=O)N2CCN(CCOc3ccccc3Cl)CC2)cc1OC | 0% | u | -10 | x | x | 13 | x | 2% | 0% | 10% | x
O=[N+]([O-])c1ccc(S(=O)(=O)N2CCN(c3ccnc4cc(Cl)ccc34)CC2)cc1 | -4% | 8% | -30 | 6% | 22% | -124* | x | 0% | 4% | 2% | -1%
O=C1CN(C(=O)COC(=O)c2ccc([N+](=O)[O-])o2)c2ccccc2N1 | 4% | 3% | 8 | x | x | 1 | x | 0% | -1% | -24% | x
CCC(C)[C@H](NC(=O)OC(C)(C)C)C(=O)N/N=C/C1=Cc2ccccc2OC1 (some centres not stated) | 59%[activator] | 9% | -1 | -2% | 13% | 21 | 3% | 0% | -4% | -30% | -1%
Clc1ccccc1C1=Nn2c(nnc2-c2ccncc2)SC1 | 0% | u | -4 | 3% | -7% | -3 | -20% | 5% | 2% | 5% | 0%
O=C(Nc1ccc(N2CCOCC2)cc1)C1CCCCC1 | -2% | x | x | -8% | 2% | 16 | -5% | x | -7% | x | -2%
CCCCNC(=O)[C@H]1C[C@H]1[C@@H](O)[C@H](CO)NC(=O)[C@H](COCc1ccccc1)NC(=O)OC(C)(C)C | -2% | -6% | 25 | -1% | -4% | -8 | u | 1% | -7% | 13% | x
N/C(=N\O)c1ccncc1 | 0% | 1% | -4 | 4% | x | -5 | x | 2% | -2% | 11% | -3%
O=C(C1CCN(S(=O)(=O)N2CCC3(CC2)OCCO3)CC1)N1CCC(Cc2ccccc2)CC1 | 2% | -7% | 0 | 0% | -7% | -7 | -14% | 4% | 1% | 3% | -5%
CCOc1cc(/C=C/c2ccc3cccc([N+](=O)[O-])c3n2)ccc1O | u | u | -34 | 0% | 25% | -5 | u | 5% | 5% | -13% | 0%
COc1ccc(NC(=O)c2cccc(N3C(=O)NC4CC3(C)Oc3ccccc34)c2)cc1 (configuration not stated) | 0% | 14% | 3 | 3% | -17% | 3 | -10% | 3% | 0% | 9% | 0%
CCC(=O)OC1(C)C(=O)C=C2C=C(c3ccsc3)OC=C2C1=O (configuration not stated) | 4% | u | -19 | -6% | 10% | 7 | 11% | 7% | -25% | 1% | -2%
CC(C)(C)c1ccc2c(c1)OC(C(=O)N/N=C\c1ccc[nH]1)CO2 (configuration not stated) | -11% | u | -5 | x | 5% | -18 | x | 1% | 15% | -4% | -5%
CCn1c(SCC(=O)NCc2ccco2)nnc1C1CCCC1 | -1% | 2% | 3 | -5% | 3% | 3 | 10% | 0% | 1% | -1% | -1%
CC1CCc2cc(F)cc3c(O)c(C(=O)NCCN(C)C)c(=O)n1c23 (configuration not stated) | 5% | 0% | -2 | x | 3% | 7 | -5% | 2% | -19% | -3% | -2%
CCn1c(SC(C)C(=O)O)nc2sc3c(c2c1=O)CCC3 (configuration not stated) | 2% | 0% | -9 | -1% | -13% | -3 | 1% | 2% | 0% | -6% | 0%
CCc1cc2cc(C)ccc2nc1SCC(=O)Nc1cc(C)on1 | -1% | 2% | 24 | -14% | 7% | -17 | -10% | 1% | 1% | -7% | -4%
CCN(CC(=O)Nc1cc(Cl)ccc1C)C(=O)CCOc1ccccc1C | x | -1% | -17 | 2% | 3% | -15 | x | 1% | 1% | -12% | -4%
CC(=O)N1c2ccccc2NC2=C(C(=O)CCC2)C1c1ccco1 (configuration not stated) | -1% | 2% | 3 | 3% | -3% | -1 | -22% | 0% | -2% | -3% | 3%
Cc1cc(C)c(NC(=S)N(C)C)cc1C | 4% | -1% | 0 | 3% | 3% | 1 | x | 1% | 0% | 6% | 2%
COc1cccc(C(c2nnnn2Cc2ccccc2)N2CCN(C3CCCC3)CC2)c1OC (configuration not stated) | 1% | 3% | 2 | -2% | -6% | 10 | -4% | 1% | -8% | -9% | 9%
Cc1nnc(SCC(=O)Nc2cccc(S(=O)(=O)N3CCCCC3)c2)s1 | 3% | u | 22 | x | x | -7 | x | 2% | -1% | 3% | x
CCN(CC)S(=O)(=O)c1cccc(-c2cn3cc(C)ccc3n2)c1 | 0% | u | -22 | 5% | -4% | 5 | -16% | -6% | 3% | -25% | 0%
O=S1(=O)CCO[C@H]2Cc3ccccc3[C@H]2N1Cc1cccc(Cl)c1 | 0% | 2% | -1 | 0% | -4% | 8 | 15% | -2% | 5% | 10% | x
Cn1c(-c2sccc2OCc2ccccc2)n[nH]c1=S | 0% | u | 17 | 1% | -12% | 4 | -11% | 0% | -6% | -3% | -3%
Cc1cc(C(=O)Nc2ccc(F)cc2)c2ccccc2n1 | -1% | -1% | -2 | 3%[11.5 µM] | -11% | 10 | -6% | 0% | 3% | -19% | -1%
Cn1c(=O)n(C)c2cc(NC(=O)CCl)ccc21 | 2% | u | -2 | -7% | -6% | -16 | -9% | -1% | -5% | 7% | -1%
CCN(C[C@H]1N[C@@](C)(C(=O)OC)[C@H]2C(=O)N(C)C(=O)[C@@H]12)S(=O)(=O)c1ccc(C)cc1 | -1% | 4% | 11 | x | x | 0 | x | 3% | x | -7% | x
O=C(OC1CCCCC1=O)c1ccc(S(=O)(=O)Nc2ccccc2)cc1 (configuration not stated) | 0% | 2% | -8 | 0% | -6% | 4 | 4% | -1% | -13% | 12% | -1%
COc1cccc(N2CC(C(=O)Nc3nnc(SCCN4CCOCC4)s3)CC2=O)c1 (configuration not stated) | -1% | 1% | -6 | -6% | 6% | -25 | 15% | 0% | -3% | -12% | -2%
COC(=O)C/C=C/[C@@H](C)[C@@H](/C=N/O[C@H](C)c1cn([C@@H]2COC[C@H]2O)nn1)NS(=O)(=O)c1ccc(C)cc1 | x | 1% | -6 | 0% | -5% | x | 12% | -2% | -5% | -4% | x

These rows are one share of the data; the hit share may differ from the screen's.
